# Screens deposited in PubChem BioAssay by National Center for Advancing Translational Sciences (NCATS).
# Pf growth 96h: P. falciparum growth inhibition at 96 hour, primary screen for plastid delayed-death inhibitors; P. falciparum luciferase reporter growth, 96 h; Potency, µM (doses to about 28.7 µM), for the others: at the highest dose activity change, negative = inhibition, usual class: inhibitors; 320,000 compounds, 6.9% hits; further: potency means the concentration at half of the fitted maximal effect; on the % scale 0 is the no-effect control and ±100 the full control effect
#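 Infected RBCs, 2% Hct / 0.05% parasitemia final; luciferase-reporter P. falciparum; cpd 96 h, 37 C, 5% CO2; luciferase detection reagent; luminescence.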
# Shiga inhibitor: inhibitors of Shiga toxin in Vero cells. Vero cells, Shiga toxin protein synthesis inhibition reporter. 290,000 compounds, 9.2% hits. AID 2315. inhibition, % at 38.7 µM; in the data active means inhibition mostly above about 28%, no sharp cut-off; inactive means mostly below about 43%; further: 0% is about no effect
# TbPYK inhibitor: inhibitors of Trypanosoma brucei pyruvate kinase | Q57TT1 | TbPYK enzyme, Kinase-Glo Plus ATP luminescence, 45 min | Potency, µM (highest dose often 76.8 µM), inactives show at the top dose activity, negative = inhibition, actives largely listed as inhibitors | 410,000 compounds, 0.12% hits | AID 624173; further: potency means the concentration at half of the fitted maximal effect; on the % scale 0 is the no-effect control and ±100 the full control effect; nearly all actives have a fitted effect of over 50% in size
#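 T. brucei PYK with substrate was exposed to pin-transferred compounds across a concentration series, then started with 130 uM ADP (final). After 45 min at room temperature, Kinase-Glo Plus luminescence was read, normalized and curve-fitted.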
# LmPK inhibitor: LmPK (Leishmania mexicana) enzyme inhibition; Q27686; purified LmPK, Kinase-Glo ATP luminescence, 1 h; Potency, µM (doses to about 57.5 µM), for the others: at the top dose activity change, negative = inhibition, hits mostly inhibitors; 290,000 compounds, 0.37% hits; further: potency means the concentration at half of the fitted maximal effect; on the % scale 0 is the no-effect control and ±100 the full control effect
# Target sequence (Q27686 whole entry, looked up): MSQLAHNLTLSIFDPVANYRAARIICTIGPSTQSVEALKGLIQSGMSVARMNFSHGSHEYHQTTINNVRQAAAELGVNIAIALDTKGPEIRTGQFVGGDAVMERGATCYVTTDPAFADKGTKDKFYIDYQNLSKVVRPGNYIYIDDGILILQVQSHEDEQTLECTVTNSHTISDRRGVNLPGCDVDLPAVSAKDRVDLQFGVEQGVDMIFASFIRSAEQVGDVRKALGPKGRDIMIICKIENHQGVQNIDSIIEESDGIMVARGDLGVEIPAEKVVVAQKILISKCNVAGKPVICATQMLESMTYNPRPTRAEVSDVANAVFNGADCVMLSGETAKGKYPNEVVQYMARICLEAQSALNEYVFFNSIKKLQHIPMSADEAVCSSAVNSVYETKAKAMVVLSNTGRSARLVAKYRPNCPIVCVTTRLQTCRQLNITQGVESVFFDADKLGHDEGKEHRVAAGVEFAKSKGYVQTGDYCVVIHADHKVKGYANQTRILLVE
#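 0.1 nM LmPK, 0.5 mM PEP, 0.1 mM ADP; 50 mM imidazole pH 7.2, 7 mM MgCl2, 50 mM KCl; 1 h RT. Kinase-Glo luminescence readout, normalized to no-enzyme (full inhibition) and uninhibited wells.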
# AMA1 RON2 block: AMA1-RON2 (P. falciparum) interaction inhibition; AlphaScreen AMA1-biotinylated RON2 peptide binding; Potency, µM (titrated, usually from 58.2 µM), for inactives: at the top dose activity change, negative = inhibition, most hits filed as inhibitors; 360,000 compounds, 0.2% hits; AID 720542;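 further: potency means the concentration at half of the fitted maximal effect; 0% = vehicle wells and -100% = peptide control; nearly all actives have a fitted effect of over 45% in size; some results filed as inactive show a strong effect at the top dose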
#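 AMA1 (3D7) with his tag at 25 nM final met compounds first, then biotinylated RON2 peptide at 25 nM; detection used donor plus acceptor beads, 10 µg/mL apiece, read by AlphaScreen after 30 min at room temperature.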
# CHX counter: counter-screen hit for Shiga toxin inhibitors, cycloheximide | cell reporter, cycloheximide protein synthesis inhibition counterscreen | max response, % | 300,000 compounds, 12% hits; in the data active means max response mostly above about 13%, no sharp cut-off; inactive means mostly below about 14%; further: read at 38.3 µM for the half of the compounds with a filed dose; 0% is about no effect
# Pf growth 48h: P. falciparum growth inhibition at 48 hours (one generation); P. falciparum luciferase growth in erythrocytes, 48 h; Potency, µM (doses to about 28.7 µM), without a hit: at the highest dose activity change, negative = inhibition, most hits filed as inhibitors; 310,000 compounds, 5.9% hits; further: potency means the concentration at half of the fitted maximal effect; on the % scale 0 is the no-effect control and ±100 the full control effect
#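 Here the parasites carry a stable luciferase gene and grow inside erythrocytes in Albumax-based RPMI medium with compound for one erythrocytic cycle. Activity is scored as loss of luminescent signal.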
# Active calls of the source: *; ? = inconclusive; . = no result given; & = joins results of further samples; [ ] = dose if it differs, or a comment. Unless noted, the call rests on the fitted dose curve; in most records, active means well fitted curve in the direction sought with a large enough effect; inconclusive means small, poorly fitted or top-dose-only effect, or another doubt; inactive means no such curve, though single readings can be large; an effect the other way counts as inactive or inconclusive. This is a random part of the collection; about 21% have a hit in one of these screens.
[1] Cc1cc(C)cc(C(=O)NC(CC(N)=O)c2ccc(NC3CCCCC3)c([N+](=O)[O-])c2)c1 (centres undefined)
[2] C=CCn1c(C)cc(C(=O)COC(=O)C2CC(=O)N(Cc3ccccc3)C2)c1C (centres undefined)
[3] CCCCn1c(N)c(N(Cc2ccccc2OC)C(=O)C(C)Oc2ccc(F)cc2)c(=O)[nH]c1=O (centres undefined)
[4] COc1ccc(C2/C(=C(/O)c3ccc(C)cc3)C(=O)C(=O)N2CC2CCCO2)cc1OC (centres undefined)
[5] Cc1ccc2c(c1)NC(=O)C(CC(=O)NCCCN1CCCC1=O)O2 (centres undefined)

assay / entry	1	2	3	4	5
Pf growth 96h	20.2%	15.5%	13.9%	-3.2%	?
Shiga inhibitor	-5.2	36.1	.	-16.8	-5.5
TbPYK inhibitor	2.2%	0.9%	-0.4%	2.0%	-2.3%
LmPK inhibitor	7.2%	5.7%	.	-2.6%	8.1%
AMA1 RON2 block	34.0%[activator]	-15.7%	-2.5%	-6.2%	-1.9%
CHX counter	-1.7	12.1*	.	-1.3	5.0
Pf growth 48h	11.6%	9.8%	5.6%	-1.5%	.

# Laid out differently: 2 of the compounds above
No. | SMILES | Pf growth 96h | Shiga inhibitor | TbPYK inhibitor | LmPK inhibitor | AMA1 RON2 block | CHX counter | Pf growth 48h
4 | COc1ccc(C2/C(=C(/O)c3ccc(C)cc3)C(=O)C(=O)N2CC2CCCO2)cc1OC (centres undefined) | -3.2% | -16.8 | 2.0% | -2.6% | -6.2% | -1.3 | -1.5%
5 | Cc1ccc2c(c1)NC(=O)C(CC(=O)NCCCN1CCCC1=O)O2 (centres undefined) | ? | -5.5 | -2.3% | 8.1% | -1.9% | 5.0 | .

# Next compounds follow.
[6] COc1ccc(/C=C/C(=O)c2ccc[nH]2)c(OC)c1OC
[7] Cc1nnc(SCC(=O)Nc2sc3c(c2C#N)CCCC3)[nH]c1=O
[8] CN(C)Cc1ccccc1Sc1ccc(O)cc1O
[9] CCOC(=O)c1cnc2c(OC)cccc2c1Oc1ccccc1
[10] CC12CC[C@H]3[C@@H](CCC4(O)C[C@H](O)CCC34/C=N/NC(=O)c3ccccc3[N+](=O)[O-])C1(O)CCC2C1=CC(=O)OC1 (some centres undefined)

assay / entry	6	7	8	9	10
Pf growth 96h	26.7%	14.7µM*	20.3%	-11.8%	42.0%[activator]
Shiga inhibitor	99.5*	-4.4	-6.7	-5.8	-22.6
TbPYK inhibitor	7.0%	-2.9%	1.1%	-5.6%	-2.8%
LmPK inhibitor	0.7%	2.2%	-0.2%	1.9%	-1.2%
AMA1 RON2 block	-17.2%	-7.6%	-3.6%	-17.6%	3.3%
CHX counter	26.4*	-1.4	-1.8	-1.6	-1.8
Pf growth 48h	31.2%[activator]	6.6%	-7.0%	?	-1.7%

[11] O=C(CN1CCOCC1)c1ccc2cc[nH]c2c1
[12] CC(C)c1ccc(NC(=S)N2CCN(S(=O)(=O)c3ccccc3)CC2)cc1
[13] Cc1ccc(C)c(C(C)NC(=O)CC#N)c1 (centres undefined)
[14] S=C1NC2=C(CCC/C2=C\c2ccccc2)C(c2ccccc2)N1 (centres undefined)
[15] CCCCN(C)CCNC(=O)CN1C(=O)CSc2ccc(S(=O)(=O)N3CCCC3)cc21

assay / entry	11	12	13	14	15
Pf growth 96h	8.5%	?	6.6%	?	11.5%
Shiga inhibitor	15.0	-18.0	-5.5	-1.7	-5.3
TbPYK inhibitor	2.1%	-3.6%	-1.2%	?	-9.3%
LmPK inhibitor	-2.3%	-10.9%	3.4%	-4.1%	3.5%
AMA1 RON2 block	0.9%	10.4%	-3.9%	-5.9%	-7.2%
CHX counter	11.6	10.3	-0.6	-1.3	4.3
Pf growth 48h	51.1%[activator]	?	8.0%	-22.4%	23.9%

# Copied from the list.
# CHX counter result of O=C(CN1CCOCC1)c1ccc2cc[nH]c2c1 : 11.6
# LmPK inhibitor result of CC(C)c1ccc(NC(=S)N2CCN(S(=O)(=O)c3ccccc3)CC2)cc1 : -10.9%

# Other structures follow:
[16] O=C(NNc1nc(=O)c2cccnc2s1)c1ccccc1O
[17] CCCc1cc2c(=O)c(-c3nc4ccccc4s3)c(COCC(=O)O)oc2cc1O
[18] COc1cc(C2CC(=O)Oc3c(C(CCN4CCN(c5ccccc5)CC4)c4ccc(N(C)C)cc4)c(OC)cc(OC)c32)cc(OC)c1OC (centres undefined)
[19] Cc1cc(=O)n(CC(C)O)c(O)c1C#N (centres undefined)
[20] O=C(COC(=O)c1ccc(Cl)nc1)c1ccc2c(c1)OCCO2

assay / entry	16	17	18	19	20
Pf growth 96h	8.2%	15.4%	4.15µM*	.	38.4%[activator]
Shiga inhibitor	30.1	95.1*	-2.4&-4.2	-6.1	100.0*
TbPYK inhibitor	-6.2%	-3.9%	-5.6%	-9.3%	-2.8%
LmPK inhibitor	-1.4%[11.5 µM]	4.8%	5.1%	-0.6%	-7.0%
AMA1 RON2 block	75.2%[activator]	46.6%[activator]	14.1µM*	0.0%	0.0%
CHX counter	23.0	43.4*	-4.1&-6.0	-2.5	44.2*
Pf growth 48h	?	24.3%	4.15µM*	-13.4%	37.3%[activator]

[21] Cn1c(CSc2ncccn2)nnc1SCC(=O)N1CCCCCC1
[22] CC(=O)N1CCc2cc(N=NC3=C(O)CCCC3=O)ccc21
[23] CN(CC(=O)Nc1ccccc1F)S(=O)(=O)c1ccc2c(c1)n(C)c(=O)c(=O)n2C
[24] Cc1ccc(/C=C/C(=O)Nc2cc(S(=O)(=O)N3CCCCCC3)ccc2OCC(F)(F)F)o1
[25] CC1=CC(C)(C)N2C(=O)C3(SCC(=O)N3c3ccc(F)cc3)c3cc(C)cc1c32 (centres undefined)

assay / entry	21	22	23	24	25
Pf growth 96h	?	26.6%	27.3%	0.0%	4.15µM*
Shiga inhibitor	-1.8	91.7*	-1.0	-5.7	-18.1
TbPYK inhibitor	4.8%	-7.4%	2.5%	-12.5%	10.7%
LmPK inhibitor	-0.3%	-10.0%	1.6%	0.3%	3.9%
AMA1 RON2 block	20.3%	-25.0%	-6.4%	-3.9%	?
CHX counter	-4.4	31.3*	-4.0	10.0	-4.1
Pf growth 48h	14.8%	30.9%[activator]	43.6%[activator]	-83.1%	.

[26] Clc1ccc(Cn2cc(/C=N/n3cnnc3)c3ccccc32)cc1
[27] CC(NC(=S)Nc1ccc(OC(F)F)cc1)c1ccc(F)cc1 (centres undefined)
[28] CCOC1=C/C(=C/c2c(N)n3nc(S(=O)(=O)CC)sc3nc2=O)C=CC1=O
[29] O=C(CCS(=O)(=O)c1ccc2c(c1)NC(=O)CO2)NCCc1ccc(Cl)cc1
[30] Cc1nnc(SCc2cnc(-c3ccccc3)o2)[nH]c1=O

assay / entry	26	27	28	29	30
Pf growth 96h	-21.0%	?	-5.4%	-15.5%	12.8%
Shiga inhibitor	-17.1	-3.4	-10.1	-3.4	-15.7
TbPYK inhibitor	10.5%	-2.5%	-9.6%	0.0%	-3.3%
LmPK inhibitor	-1.8%	4.0%	4.2%	3.3%	-2.3%
AMA1 RON2 block	-3.4%	9.4%	11.6%	38.2%[activator]	-10.1%
CHX counter	-5.9	1.9	0.8	-2.1	-3.9
Pf growth 48h	?	?	?	0.9%	6.6%

[31] C=CCNC(=O)c1ccncc1
[32] CN(C)CCCCOc1ccc(Br)cc1Cl
[33] COC(=O)Cn1cnc2c(nnn2-c2ccc(F)cc2)c1=O
[34] Cc1cc(C)nc(N/N=C/c2ccccc2OCc2ccc(Cl)cc2)n1
[35] Cc1ccc(-c2nc3ccccc3c(=O)n2NC(=O)c2cccs2)cc1

assay / entry	31	32	33	34	35
Pf growth 96h	?	1.8%	110.3%[activator]	?	33.9%[activator]
Shiga inhibitor	22.8	28.5	-1.4	41.3	10.9
TbPYK inhibitor	0.2%	14.6%	-9.0%	6.3%	-1.7%
LmPK inhibitor	-0.5%	1.2%	1.4%	-1.8%	1.9%
AMA1 RON2 block	-2.1%	1.9%	16.7%	7.0%	-5.2%
CHX counter	-2.3	14.2*	-4.2	13.0	19.6
Pf growth 48h	8.3%	?	37.0%[activator]	-13.3%	45.0%[activator]

[36] Cc1oc(C(C)(C)C)c(CN2CCOCC2)c1C(=O)O
[37] CSCCC(NC(=O)c1ccc([N+](=O)[O-])cc1Cl)C(=O)OCC(=O)NC(=O)CN1CCCC1=O (centres undefined)
[38] CCCC(=O)N(C)C1=Nc2ccc(Cl)cc2C(c2ccccc2)=[N+]([O-])C1
[39] CCc1ccc(C(=O)C(C)OC(=O)Cn2cnc3c2c(=O)n(C)c(=O)n3C)cc1 (centres undefined)
[40] CC1CCN(S(=O)(=O)c2ccc(NC(=O)N3c4ccccc4Sc4ccccc43)cc2)CC1

assay / entry	36	37	38	39	40
Pf growth 96h	0.8%	2.1%	14.2%	30.0%[activator]	?
Shiga inhibitor	-4.5	.	21.5	.	-3.5
TbPYK inhibitor	-0.8%	-8.7%	3.1%	-6.4%	4.2%
LmPK inhibitor	-4.0%	.	4.3%	.	6.7%
AMA1 RON2 block	4.0%	-12.9%	-0.8%	0.0%	-0.7%
CHX counter	1.7	.	-4.2	.	0.6
Pf growth 48h	5.0%	-14.5%	7.6%	-5.8%	?

[41] CCCCN1C2CCCC1CC(NC(=O)c1ccccc1Cl)C2 (centres undefined)
[42] C[C@H](NC(=O)c1nc[nH]c1C(=O)NC(c1ccccc1)c1ccccc1)C(=O)OCc1ccccc1
[43] CCCOc1ccc(CCC(=O)N/N=C/c2ccco2)cc1
[44] CC(=O)Nc1ccc(Nc2nc3ccccc3nc2NS(=O)(=O)c2ccccc2)cc1
[45] COc1ccccc1-n1c(SCC(=O)Nc2ccc(F)cc2)nc2c(c1=O)SCC2

assay / entry	41	42	43	44	45
Pf growth 96h	?	?	?	?	?
Shiga inhibitor	-9.7	-6.8	18.8	-2.0	-18.5
TbPYK inhibitor	-2.3%	1.9%	-5.9%	-5.0%	-11.4%
LmPK inhibitor	-0.3%	4.1%	1.3%	0.0%	-7.4%
AMA1 RON2 block	-0.7%	127.7%[activator]	0.2%	-5.9%	-10.7%
CHX counter	-2.2	-5.7	-1.2	1.1	-1.7
Pf growth 48h	-17.2%	10.4µM*	?	?	?

[46] S=C1CCC(c2ccc(Cl)cc2)=NN1c1ccccc1
[47] CC1CC(C)CN(C(=O)CN(C)S(=O)(=O)c2ccc3c(c2)c(=O)n(C)c(=O)n3C)C1 (centres undefined)
[48] CCCNC(=O)N1C2CCC1CC(O)(c1cccnc1)C2 (centres undefined)
[49] CCOC(=O)C1(CC2CCCCO2)CCN(Cc2nc3ccccc3nc2C)CC1 (centres undefined)

assay / entry	46	47	48	49
Pf growth 96h	1.1%	32.4%[activator]	.	11.7µM*
Shiga inhibitor	-5.2	-6.3	19.6	9.5
TbPYK inhibitor	-6.1%	-0.1%	0.1%	0.9%
LmPK inhibitor	-7.2%	-8.6%	3.1%	3.2%
AMA1 RON2 block	?	5.0%	-14.6%	13.6%
CHX counter	-2.9	-8.7	-4.1	-2.7
Pf growth 48h	?	-15.9%	13.5%	?
